G9a block = blocks human histone lysine methyltransferase G9a; 350,000 tested, 8.8% active; G9a H3K9 monomethylation, AlphaScreen, 2 h; Potency, µM (titrated, usually from 102 µM), for the others: at the top dose activity, negative = inhibition, most hits filed as inhibitors; AID 504332; note: potency is the fitted concentration of half-maximal effect; % is set by controls: 0 for no effect and ±100 for the full control effect; nearly all actives have a fitted effect of over 75% in size
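Chemiluminescent proximity detection of H3K9 monomethylation, read after 10 min bead incubation in the dark. Reaction: 20 nM G9a, 500 nM biotin-H3K9 peptide, 20 uM SAM cofactor, 2 h, room temperature, following 15 min enzyme-compound preincubation.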
RGS4 inh = inhibitors of human regulator of G protein signaling 4 | 390,000 tested, 0.039% active | Transcreener GDP fluorescence polarization, RGS4-accelerated GTP hydrolysis | Potency, µM (doses to about 114 µM), inactives show top-dose activity change, negative = inhibition, usual class: inhibitors | AID 504845 | P49798; note: potency is the fitted concentration of half-maximal effect; % is set by controls: 0 for no effect and ±100 for the full control effect; nearly all actives have a fitted effect of over 75% in size; some results filed as inactive show a strong effect at the top dose
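MLSMR compounds (23 nl, pin-transferred) preincubated 10 min at room temperature with a 500nM (2x) first reagent, then RGS4 at 900nM (2x) plus Transcreener GDP mix added; fluorescence polarization (620/688 nm) read before and after 90 min at 30 °C.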
GLS inhibitor = glutaminase GLS (human) inhibition; GLS enzymatic activity, qHTS titration; O94925; 410,000 tested, 0.21% active; Potency, µM (doses to about 45.5 µM), without a hit: at the highest dose activity change, negative = inhibition, actives largely listed as inhibitors; note: potency is the fitted concentration of half-maximal effect; % is set by controls: 0 for no effect and ±100 for the full control effect
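Glutamate formation by hKGA was monitored fluorometrically using coupled glutamate oxidase, HRP and Amplex Red. Substrate was added as 1 mM L-glutamine solution; incubation was 30 min at RT after an initial read.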
BAZ2B inh = inhibitors of human BAZ2B bromodomain. AlphaScreen BAZ2B-H3K14Ac peptide displacement. Potency, µM (series often up to 114 µM), inactives show top-dose activity change, negative = inhibition, usual class: inhibitors. 360,000 tested, 4.4% active. AID 504333; note: potency is the fitted concentration of half-maximal effect; % is set by controls: 0 for no effect and ±100 for the full control effect; nearly all actives have a fitted effect of over 60% in size
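Inhibition is scored as reduced AlphaScreen emission. The BAZ2B/b-H3(5-23)K14Ac complex (50 nM each) in PBS pH 7.4, 0.01% Tween-20 meets compound (up to 110 uM) for 30 min at RT before bead addition.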
ERG Ets-DNA blk = ERG Ets/DNA interaction inhibition. AID 624246. Potency, µM (top dose mostly 76.9 µM), for inactives: at the highest dose FP activity, negative = inhibition, actives largely listed as inhibitors. P11308. fluorescence polarization, His-ERG Ets domain / labelled DNA. 370,000 tested, 0.028% active; active = well fitted inhibition curve with a large enough effect in the polarisation, with a control signal flat; inconclusive = small, poorly fitted or top-dose-only effect, or effect the other way, or a change in a side signal; inactive = no such curve, though single readings can be large or run the other way; the % refers to the polarisation;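 note: polarization taken with two DNA probes labelled with fluorescein and Texas red; potency is the fitted concentration of half-maximal effect; % of control where 0% means no effect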
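His-tagged ERG Ets domain (1 uM in the protein solution; 300mM KCl, 50mM Tris-HCl, 1mM EDTA, 1mM DTT, pH 7.5) received compound, then a probe mix of 5 nM fluorescein-DNA and 100nM Texas-615-DNA. Fluorescence polarization was read for both dyes.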
JMJD2A Tudor inh = inhibitors of human JMJD2A Tudor domain; Potency, µM (doses to about 114 µM), for the others: top-dose activity change, negative = inhibition, usual class: inhibitors; AlphaScreen JMJD2A-Tudor / H3K4me3 peptide binding; 390,000 tested, 4.4% active; O75164; note: potency is the fitted concentration of half-maximal effect; % is set by controls: 0 for no effect and ±100 for the full control effect; nearly all actives have a fitted effect of over 50% in size
Target sequence (O75164 whole entry, looked up, the tested form may be a part): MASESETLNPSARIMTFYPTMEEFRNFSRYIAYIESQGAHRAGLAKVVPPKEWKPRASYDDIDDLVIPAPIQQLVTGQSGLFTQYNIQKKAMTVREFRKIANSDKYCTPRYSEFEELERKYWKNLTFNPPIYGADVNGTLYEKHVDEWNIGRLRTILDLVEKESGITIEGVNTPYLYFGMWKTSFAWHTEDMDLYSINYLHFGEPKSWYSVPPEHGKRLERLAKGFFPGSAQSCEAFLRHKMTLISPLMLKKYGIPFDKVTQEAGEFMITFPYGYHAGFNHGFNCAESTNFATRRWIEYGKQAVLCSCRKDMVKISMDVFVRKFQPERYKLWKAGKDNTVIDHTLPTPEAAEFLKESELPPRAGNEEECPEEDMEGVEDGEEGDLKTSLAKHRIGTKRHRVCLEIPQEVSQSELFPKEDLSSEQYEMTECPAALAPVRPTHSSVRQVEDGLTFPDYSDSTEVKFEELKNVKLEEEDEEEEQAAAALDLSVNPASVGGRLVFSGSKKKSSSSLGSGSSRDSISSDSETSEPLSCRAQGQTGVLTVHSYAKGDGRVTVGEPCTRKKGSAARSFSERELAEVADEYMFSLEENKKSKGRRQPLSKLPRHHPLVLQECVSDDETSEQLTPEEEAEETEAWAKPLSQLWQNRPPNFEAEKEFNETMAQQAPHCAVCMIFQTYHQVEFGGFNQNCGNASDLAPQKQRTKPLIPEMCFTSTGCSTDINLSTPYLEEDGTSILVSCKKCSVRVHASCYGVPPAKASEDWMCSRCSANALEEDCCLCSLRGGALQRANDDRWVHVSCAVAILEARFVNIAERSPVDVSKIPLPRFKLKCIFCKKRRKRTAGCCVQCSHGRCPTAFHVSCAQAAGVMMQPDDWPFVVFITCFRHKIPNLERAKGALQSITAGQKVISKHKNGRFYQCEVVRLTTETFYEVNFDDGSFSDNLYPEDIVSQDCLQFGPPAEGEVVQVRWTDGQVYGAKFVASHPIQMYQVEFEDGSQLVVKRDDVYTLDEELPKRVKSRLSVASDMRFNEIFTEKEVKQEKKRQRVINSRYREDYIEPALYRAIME
HP1b chromo inh = blocks HP1-beta chromodomain binding to methylated histone tails; AlphaScreen HP1-beta / biotin-H3K9me3 peptide binding; Potency, µM (doses to about 114 µM), without a hit: top-dose activity change, negative = inhibition, actives largely listed as inhibitors; 390,000 tested, 0.56% active; AID 540317; note: potency is the fitted concentration of half-maximal effect; nearly all actives have a fitted effect of over 70% in size; inactives centre near 23
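AlphaScreen: HP1-beta (50 nM) preformed 30 min with biotin-H3(1-18)K9me3 peptide (50 nM) in PBS pH 7.4, 0.01% Tween-20. Compound added for 30 min at RT, then streptavidin donor/nickel chelate acceptor beads (10 ug/mL) for 30 min.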
ALOX12 inh = blocks human arachidonate 12S-lipoxygenase; P18054; purified 12hLO, xylenol orange hydroperoxide absorbance; Potency, µM (highest dose often 108 µM), for the others: at the highest dose activity change, negative = inhibition, hits mostly inhibitors; 580,000 tested, 1.1% active; AID 1671190; note: potency is the fitted concentration of half-maximal effect; % is set by controls: 0 for no effect and ±100 for the full control effect
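Hydroperoxide product was detected by ferrous iron/xylenol orange as the 573 to 405 nm absorbance ratio. Arachidonic acid at 40 uM (final) was turned over for 30 min at room temperature by 150 nM human 12hLO, pH 7.0 Hepes buffer, after 15 min compound preincubation.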
PI4K2A block = PI4K2A (human) kinase inhibition; 420,000 tested, 0.13% active; purified PI4K2A, ADP-Glo luminescence, 1 h; hits give low values; Q9BTU6; activity change, negative = inhibition, % at 76.9 µM; in the data active = activity change below about -50%; inconclusive = mostly about -30% to -49%;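 note: -100% = wells without enzyme as full effect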
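ADP-Glo luminescence measured ADP generated by PI4K2A enzyme (4 ug/mL before mixing) with 1.2 mM PI substrate (pre-mix) and 300 microM ATP (pre-mix). Tris pH7.5 buffer with MgCl2, Triton X-100; 1 h reaction at ambient temperature.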
Starred values were filed as active, the others as inactive; i = inactive; ? = inconclusive; / = not tested or not shown; & = joins results of further samples; [ ] = dose if it differs, or a comment. Unless noted, calls come from the whole dose curve; as a rule, active = well fitted curve in the direction sought with a large enough effect; inconclusive = small, poorly fitted or top-dose-only effect, or another doubt; inactive = no such curve, though single readings can be large; an effect the other way counts as inactive or inconclusive. These rows are one share of the data. The share of hits here may be higher or lower than overall.

Results follow in this order: G9a block	RGS4 inh	GLS inhibitor	BAZ2B inh	ERG Ets-DNA blk	JMJD2A Tudor inh	HP1b chromo inh	ALOX12 inh	PI4K2A block
- Cc1cccn2c(=O)c3cc(S(=O)(=O)c4ccccc4)c(=N)n(Cc4cccnc4)c3nc12
  -4.3%	-17.6%	0.1%	2.4%	3.7%	7.0%	51.7%[activator]	-22.2%	1.4
- O=C(O)CC(NC(=O)Cc1ccc([N+](=O)[O-])cc1)c1ccc2c(c1)OCO2 (stereo not drawn)
  -48.5%	-8.4%	-13.1%	11.8%	2.3%	-4.8%	36.2%	?	1.9
- Cc1ccc(C(=O)CSc2nc3ccccc3c(=O)[nH]2)cc1
  44.7µM*	18.8%	4.0%	10.2%	-9.7%	6.3%	27.9%	?	1.7
- O=C(NCC1CCCO1)c1cccc(Oc2ccc([N+](=O)[O-])cc2Cl)c1 (stereo not drawn)
  ?	-10.0%	-1.1%	?	13.9%	-23.1%	9.9%	-9.5%	-1.9
- COc1ccc(NC(=O)N2CCN(S(C)(=O)=O)CC2)cc1OC
  -7.5%[59 µM]	-18.8%	16.1%	1.9%	-8.1%	-6.0%	38.9%	-18.3%	3.7
- C=Cc1ccc(Cn2c(C)c(CNCc3ccccc3C)c(C(=O)O)c2C)cc1
  -5.0%[59 µM]	-0.2%	5.2%	-32.9%	0.4%	?	18.2%	?	-0.5
- c1ccc(-c2nnc3sc(-c4cc5ccccc5o4)nn23)cc1
  -6.4%[59 µM]	?	2.4%	5.2%	-2.0%	-18.6%	15.3%	5.2%	-0.5
- CCOC(=O)[C@H]1[C@H]2COc3ccccc3[C@@H]2N2C(=O)c3c(C)cc(C)cc3NC(=O)[C@@]12C
  -4.9%[2.33 µM]	18.2%	-3.8%	-4.3%	8.0%	-27.5%	32.4%	-11.2%	1.7
- CCCCn1nnc(NC(=S)NC(=O)c2ccc(OCC)c([N+](=O)[O-])c2)n1
  ?	?	12.1%	-24.3%	-9.4%	-23.4%	7.4%	?	5.9
- NC(=O)COc1ncn(-c2ccccc2)n1
  3.1%[59 µM]	-2.1%	4.3%	2.8%	0.0%	-8.7%	11.7%	0.0%	-9.0
- CCOc1ccc(CCNC(=O)c2cnc3c(-c4ccc(F)cc4)c(C)nn3c2C)cc1OCC
  11.3%[59 µM]	-11.8%	-5.8%	-10.6%	3.9%	?	76.1%[activator]	-34.4%	-2.4
- CCC1(c2ccccc2)NC(=O)N(CC(=O)Nc2cc(S(=O)(=O)N3CCCCC3)ccc2OC(C)C)C1=O (stereo not drawn)
  ?	-41.8%	-2.6%	-3.0%	?	-17.5%	65.0%[activator]	7.5%	1.2
- CCOC(=O)c1ccccc1NS(=O)(=O)c1ccc(N2CCCCS2(=O)=O)cc1
  17.3%[59 µM]	2.7%	-8.0%	-0.4%	2.3%	-5.3%	36.4%	-19.5%	1.0
- CCOC(=O)C1=C(COC(=O)COc2ccccc2C(C)C)NC(=O)NC1C (stereo not drawn)
  -23.6%	-7.0%	2.0%	-2.3%	-0.2%	-12.4%	14.6%	?	-5.4
- Nn1c(-c2ccccc2)nc2cc(Cl)ccc2c1=O
  44.7µM*	-15.8%[56.9 µM]	-3.5%	4.2%	-5.8%	-22.7%	45.9%[activator]	8.2%	5.9
- CCCn1c(=O)c2ccccc2n2c(SCCOc3ccccc3F)nnc12
  ?	12.4%	0.2%	5.8%	-7.5%	-6.2%	32.4%[activator]	-2.4%	5.9
- COC(=O)c1c(-c2cccs2)csc1NC(=O)c1ccc(C(C)(C)C)cc1
  1.78µM*	-76.4%	-17.1%	-11.4%	-1.0%	?	-12.9%	?	-0.4
- Cc1ccc(S(=O)(=O)N2CCN(C(=O)CSc3nc4ccccc4c(=O)[nH]3)CC2)cc1
  -27.6%[12.7 µM]	8.6%	5.9%	-37.3%	-0.1%	-6.1%	14.4%	0.0%	-0.3
- C=CCN1C(=O)c2ccc(C(=O)N3CCN(S(=O)(=O)c4cc(C)ccc4C)CC3)cc2C1=O
  -3.0%	-7.3%	22.4%	6.5%	-2.2%	-13.8%	2.7%	-1.0%	6.5
- Cc1ccc(S(=O)(=O)NCc2ccccc2C)cc1
  -5.3%[0.501 µM]	-4.4%	4.6%	-3.5%	11.4%	-2.4%	24.9%	-4.7%	-2.1

The list continues.
Results follow in this order: G9a block	RGS4 inh	GLS inhibitor	BAZ2B inh	ERG Ets-DNA blk	JMJD2A Tudor inh	HP1b chromo inh	ALOX12 inh	PI4K2A block
- CC(C)C(=O)n1nc(-c2cccnc2)nc1NCc1ccc(F)cc1
  -23.8%	1.5%	2.4%	-3.5%	5.6%	-2.1%	45.8%[activator]	-23.1%	4.8
- COc1ccc(S(=O)(=O)N2CCN(C3CCN(Cc4ccccc4)CC3)CC2)cc1
  -4.4%[59 µM]	-14.3%	3.3%	/	-8.0%	-12.7%	-4.9%	-9.7%	3.0
- Cc1cccc(N2C(=O)CC(c3ccc(F)cc3)C3=C2COC3=O)c1 (stereo not drawn)
  -0.2%	-46.1%&19.3%	2.9%&1.6%	-0.3%&-2.8%	0.2%&7.0%	-0.7%&-18.6%	22.2%&18.7%	5.1%&-14.9%	-0.6&-3.1
- COC(=O)NN=C1CCC(c2ccccc2)CC1 (stereo not drawn)
  1.8%	-18.5%	-0.7%	-3.5%	-8.0%	-8.2%	14.5%	489.0%[activator]	-11.6
- COc1ccc(/C=N\N=C2/SC(CC(=O)O)C(=O)N2c2ccc(O)cc2)cc1 (stereo not drawn)
  -0.3%	-8.5%	10.5%	-24.0%	/	-17.4%	5.1%	-15.6%	-3.5
- Cc1cccc(N=[N+]([O-])c2cccc(C)n2)n1
  /	-1.8%	-3.6%	/	-5.5%	-10.3%	22.7%	-10.4%	-6.8
- O=C(c1cc(N2CCCCC2)nc2ccccc12)N1CCOCC1
  17.8%	18.0%	-1.9%	10.6%	-3.1%	16.5%	32.3%	6.7%&0.1%	8.7
- O=C(NC(=S)Nc1ccccc1Cl)c1cncc(Br)c1
  /	-6.7%	6.3%	7.3%	5.1%	-11.6%	14.9%	?	-0.2
- Cc1ccc(C(=O)Nc2ccc3c(c2)OCO3)cc1S(=O)(=O)N1CCOCC1
  5.5%	-28.7%	3.4%	-13.0%	16.6%	-26.2%	-10.9%	i	-0.4
- COc1ccc(-n2ccc(=O)c(C(=O)O)n2)cc1
  -42.5%	24.7%	8.7%	-14.3%	4.4%	-20.5%	18.9%	?	-0.4
- O=C(O)c1cc(S(=O)(=O)Nc2cccc3ccccc23)c(Cl)cc1Cl
  56.2µM*	-7.6%	?	-38.3%	-0.1%	79.4µM*	-12.5%	0.0%	-5.2
- Cc1ccc([N+](=O)[O-])cc1-c1ccc(/C=N/NC(=O)CN2CCOCC2)o1
  ?	-29.9%	-4.7%	-33.3%	-0.3%	?	32.5%	-0.5%	2.8
- Cc1occc1C(=O)Nc1sc2c(c1C(N)=O)CCC(C(C)(C)C)C2 (stereo not drawn)
  -19.1%	-4.3%	8.2%	5.0%	/	-20.9%	16.2%	-22.7%	-1.9
- CCCOC(=O)c1cc(-c2ccc(/C=C3/C(=O)N(C)C(=O)C(C#N)=C3C)o2)ccc1Cl
  /	?	24.8%	/	8.2%	56.2µM*	?	/	-12.8
- O=C(Nc1ccccc1)c1cc([N+](=O)[O-])ccc1N1CCCCC1
  /	11.7%	1.1%	/	-5.0%	-34.5%	-13.6%[57 µM]	-11.6%	0.3
- COc1cccc2c1Oc1ncccc1N(C(=O)Nc1ccc(F)c(Cl)c1)C2
  6.9%[59 µM]	-24.4%	4.9%	37.2%[activator][57.1 µM]	4.6%	-15.5%	37.0%	-16.3%	-1.8
- Cc1cccc(-n2nnc(C(=O)N3CCc4ccccc4C3)c2N)c1
  -1.1%	-14.4%	-7.6%	5.2%	-22.6%	-2.1%	54.3%[activator]	12.7%	-3.2
- CC(C)CC1NC(=O)N(CC(=O)Nc2cc([N+](=O)[O-])ccc2F)C1=O (stereo not drawn)
  /	0.5%	5.6%	/	20.3%	-12.0%	8.5%	233.5%[activator]	-3.1
- Cn1c(CCc2nc3ccccc3[nH]2)nnc1SCC#N
  80.3%[activator]	?	0.0%	18.6%	0.3%	?	-6.8%	-13.0%	-1.0
- CCCn1nc(C(=O)Nc2cccc(C(=O)OC)c2)c2ccccc2c1=O
  4.4%[59 µM]	10.8%	-0.7%	/	-6.1%	-13.6%	57.5%[activator]	-27.7%&-16.5%	0.7
- CCOC(=O)c1c(NC(=O)c2cccnc2Cl)sc(C(=O)N(C)C)c1C
  25.1µM*	28.4%	1.2%	0.2%	3.8%	-12.8%	-11.0%	-23.2%	-0.7
- CC(C(=O)NCc1ccccc1Cl)N1C(=O)c2ccccc2C1=O (stereo not drawn)
  -9.1%	17.7%	6.4%	-9.4%	11.0%	-2.0%	-2.5%	-0.6%	10.4

Single entries from the list.
COc1cccc2c1Oc1ncccc1N(C(=O)Nc1ccc(F)c(Cl)c1)C2 @ HP1b chromo inh = 37.0%
Cc1cccc(N2C(=O)CC(c3ccc(F)cc3)C3=C2COC3=O)c1 (stereo not drawn) @ BAZ2B inh = -0.3%&-2.8%
